GSK3B inh: blocks human GSK3beta kinase activity | 300,000 tested, 0.038% active | activity score (negative = inhibition), % at 10 µM | AID 2097 | GST-GSK3beta kinase, ADP-Glo luminescence, 60 min; active compounds read low | P49841;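 active = more than half of replicate wells score below -50%, meaning over 50% inhibition versus plate controls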;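 also: 0% = median DMSO wells and -100% = median GW8510 positive control wells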
Target sequence (P49841 whole entry, looked up): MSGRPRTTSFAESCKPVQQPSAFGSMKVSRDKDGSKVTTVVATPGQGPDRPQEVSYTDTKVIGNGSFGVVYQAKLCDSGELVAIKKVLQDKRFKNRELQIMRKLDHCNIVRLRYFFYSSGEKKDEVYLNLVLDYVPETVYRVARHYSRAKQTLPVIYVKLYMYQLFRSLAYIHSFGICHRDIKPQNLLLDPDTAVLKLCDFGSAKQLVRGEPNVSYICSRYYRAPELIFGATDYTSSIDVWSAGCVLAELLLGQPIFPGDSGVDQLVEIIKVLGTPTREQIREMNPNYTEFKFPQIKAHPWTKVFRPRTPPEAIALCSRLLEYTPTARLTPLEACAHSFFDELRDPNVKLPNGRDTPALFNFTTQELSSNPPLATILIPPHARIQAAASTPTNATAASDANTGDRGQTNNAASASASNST
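Assay system: GST-fused GSK3beta enzyme, cell-free / Medium: Tris pH 7.5 buffer with MgCl2, DTT, BSA, heparin / Also added: peptide substrate plus 25 µM ATP (final) / Compound: 10 µM single point / Timing: kinase reaction with compound 60 min at room temperature / Detection: ADP-Glo luminescence / Benchmarks: DMSO neutral wells and GW8510 at 20 µM as positive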
HSF1 inh: HSF1 inhibition; activity change, negative = inhibition, % at 7.5 µM (by protocol); NIH3T3-HGL HSE-luciferase, MG132-induced, luminescence 8 h; active compounds read low; 300,000 tested, 0.77% active; AID 2098;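 active = more than half of replicate wells show activity change below -50%, luminescence cut by over half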;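 also: luciferase reports HSF-1 transcriptional activity via heat shock element; 0% = median of DMSO wells and -100% = zero luminescence signal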
KLF5 inhibitor: kruppel-like factor 5 inhibition. DLD-1 KLF5 promoter-luciferase reporter, luminescence. inhibition, % at 5 µM. 290,000 tested, 0.23% active. AID 1700;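 active = inhibition above a per-plate limit of that plate's mean compound inhibition plus 3 SD, cut at about 60% in these data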;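 also: 0% = DMSO wells and 100% = LY294002 at 200 µM; higher means less KLF5 promoter-driven luciferase light; inactives centre near -14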
HSF1 activator: increases HSF-1 driven luciferase reporter signal; NIH3T3-HGL HSF-1 luciferase reporter, MG132, 8 h; 100% = twice DMSO control signal; activation, % at 9 µM; 300,000 tested, 1.7% active; AID 504408;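 active = mean replicate activation of at least 50% with a set share of replicates each reaching 50%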;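 also: 0% = median of the neutral control wells and 100% = twice that signal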
aSyn UTR inh: MLPCN primary screen, SNCA 5' untranslated region; alpha-synuclein 5'UTR reporter, inhibitor activity; inhibition, % (tested at 7.5 µM); 300,000 tested, 0.82% active; in the data active = inhibition above about 60%;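 also: H4 neuroglioblastoma cells stably carrying SNCA 5'UTR luciferase fusion; 0% = DMSO wells and 100% = positive control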
GSK3A inh: blocks human GSK-3 alpha kinase; P49840; 320,000 tested, 0.1% active; ADP-Glo luminescence, 60 min; AID 2650; inhibition, % at 10 µM;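 in the data active = inhibition above about 50%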;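 also: GST-tagged GSK-3 alpha with peptide substrate and 25 µM ATP; 0% = DMSO neutral wells and 100% = GW8510 positive control wells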
Target sequence (P49840 whole entry, looked up): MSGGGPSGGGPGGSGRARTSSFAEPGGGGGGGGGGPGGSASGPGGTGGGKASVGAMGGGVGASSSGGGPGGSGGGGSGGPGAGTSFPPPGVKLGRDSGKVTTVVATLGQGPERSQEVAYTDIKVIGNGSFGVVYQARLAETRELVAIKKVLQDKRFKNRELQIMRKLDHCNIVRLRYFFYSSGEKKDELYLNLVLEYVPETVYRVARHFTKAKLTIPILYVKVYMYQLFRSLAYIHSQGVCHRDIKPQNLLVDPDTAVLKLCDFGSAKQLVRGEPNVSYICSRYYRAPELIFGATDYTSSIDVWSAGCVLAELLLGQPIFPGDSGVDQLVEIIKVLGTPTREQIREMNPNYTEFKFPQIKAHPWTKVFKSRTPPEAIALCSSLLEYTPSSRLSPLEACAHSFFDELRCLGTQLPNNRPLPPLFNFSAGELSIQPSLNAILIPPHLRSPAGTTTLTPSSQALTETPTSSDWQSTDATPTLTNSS
HSP90 inh: inhibitors of HSP90 luciferase refolding in rabbit reticulocyte lysate. luciferase refolding luminescence, 3 h. inhibition, % at 5.6 µM. 290,000 tested, 0.91% active. AID 1789;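 active = inhibition above the screen-wide mean plus 3 SD, computed separately per campaign, cut at about 16% in these data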;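 also: 0% = DMSO wells and 100% = 60 µM geldanamycin wells; inhibitors lower the luminescence because luciferase stays unfolded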
PolyA inh: blocks polyadenylation in yeast reporter cells. 300,000 tested, 0.02% active. calls only at 12 µM. S. cerevisiae SKY197-pL101 polyadenylation reporter, beta-gal luminescence; efflux-impaired pdr1/pdr3 knockout yeast; score 100 = 6 SD above DMSO;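 active = lowest replicate activity score at least 50, where 100 means six control SD above control mean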;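 also: yeast exposed to compound for 9 h at 30 °C; higher score means more reporter readthrough which indicates perturbed polyadenylation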
IEC-6 tox: IEC-6 cytotoxicity, counter-screen for KLF5 inhibitors; luminescence viability; inhibition, % at 5 µM; 290,000 tested, 0.78% active; AID 1825; in the data active = inhibition above about 22%;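 also: 0% = plate median of test compound wells and 100% = cytotoxic reference compound wells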
AI-2 QS mod: modulators of Vibrio harveyi AI-2 quorum sensing system; Vibrio harveyi JMH597 AI-2 luminescence/OD600 ratio, 9 h; active compounds read low; strain lacks LuxN and CqsS sensors; 0 = neutral-control median; 300,000 tested, 0.4% active; activity change, % at 7.5 µM; AID 2094; in the data active = activity change below about -75%, passing the limit was not always enough;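 also: luminescence divided by OD600 gain over 9 h not by final OD600 alone; inactives centre near 13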
An asterisk follows results filed as active; i = inactive; . = no result given. Only part of the results is shown (hit frequency here may not be typical).

1: CCN(CC)c1nc(Oc2ccc(C(=O)OC)cc2)nc(N2CCOCC2)n1
2: CCN(c1ccccc1)S(=O)(=O)c1cc(CN2C(=O)c3cccnc3C2=O)ccc1OC
3: CCCOC(=O)Nc1sc2c(c1C(=O)OCC)CCC2
4: COC(=O)c1ccc(Cl)c(NC(C)=O)c1
5: Cc1ccc(S(=O)(=O)NCC(=O)N/N=C/c2ccc(Cl)cc2Cl)cc1
6: CC(C)(C)NC(=O)c1ccccc1-c1nc(-c2ccccc2Cl)no1

screen / no.,1,2,3,4,5,6
GSK3B inh,-2,1,7,1,3,2
HSF1 inh,-5,-3,3,-1,-7,4
KLF5 inhibitor,-9,-20,-23,-6,-3,-19
HSF1 activator,-7,4,7,13,-2,-3
aSyn UTR inh,30,15,9,0,20,1
GSK3A inh,-4,-2,-2,-3,0,2
HSP90 inh,-2,-3,-2,6,-1,-1
PolyA inh,i,i,i,i,i,i
IEC-6 tox,4,-2,-3,2,1,4
AI-2 QS mod,17,20,34,-5,15,12

7: O=C(CSc1nnc(C2COc3ccccc3O2)o1)N1CCCCC1 (centres undefined)
8: COCCNC(=O)c1ccccc1N(Cc1ccccc1)S(=O)(=O)c1ccc(C)cc1
9: O=C(/C=C/c1ccccc1Cl)c1cccnc1
10: Cc1noc(C)c1S(=O)(=O)N(CC(=O)O)c1ccc2c(c1)OCO2
11: Cc1ccc(N=Cc2nc(-c3ccc(C)cc3)oc2O)cc1
12: Cc1noc(C)c1S(=O)(=O)N1CCC(Cc2ccccc2)CC1

screen / no.,7,8,9,10,11,12
GSK3B inh,-3,2,5,3,6,2
HSF1 inh,4,3,2,-9,-3,0
KLF5 inhibitor,-32,-21,-24,-20,11,-11
HSF1 activator,21,-2,8,-22,-1,3
aSyn UTR inh,-23,5,-54,0,-15,10
GSK3A inh,-3,0,1,-1,.,-1
HSP90 inh,-2,0,-1,2,3,4
PolyA inh,i,i,i,i,i,i
IEC-6 tox,-6,5,-3,-2,3,-6
AI-2 QS mod,15,20,8,10,26,2

Full records, looked up by structure. Values in the order: GSK3B inh | HSF1 inh | KLF5 inhibitor | HSF1 activator | aSyn UTR inh | GSK3A inh | HSP90 inh | PolyA inh | IEC-6 tox | AI-2 QS mod
Results for Cc1noc(C)c1S(=O)(=O)N1CCC(Cc2ccccc2)CC1 : 2 | 0 | -11 | 3 | 10 | -1 | 4 | i | -6 | 2
Results for COCCNC(=O)c1ccccc1N(Cc1ccccc1)S(=O)(=O)c1ccc(C)cc1 : 2 | 3 | -21 | -2 | 5 | 0 | 0 | i | 5 | 20
Results for Cc1ccc(N=Cc2nc(-c3ccc(C)cc3)oc2O)cc1 : 6 | -3 | 11 | -1 | -15 | . | 3 | i | 3 | 26
Results for O=C(/C=C/c1ccccc1Cl)c1cccnc1 : 5 | 2 | -24 | 8 | -54 | 1 | -1 | i | -3 | 8
Results for O=C(CSc1nnc(C2COc3ccccc3O2)o1)N1CCCCC1 (centres undefined) : -3 | 4 | -32 | 21 | -23 | -3 | -2 | i | -6 | 15

The listing picks up with the two entries that preceded the break.
11: Cc1ccc(N=Cc2nc(-c3ccc(C)cc3)oc2O)cc1
12: Cc1noc(C)c1S(=O)(=O)N1CCC(Cc2ccccc2)CC1
13: COc1ccccc1N(C(=O)c1ccco1)C(C(=O)NC1CCCC1)c1ccc(N2CCOCC2)cc1 (centres undefined)
14: O=C(c1ccc(F)cc1)N1CCN(C2=NS(=O)(=O)c3ccccc32)CC1
15: O=C(NC1CCN(S(=O)(=O)c2ccc(F)cc2)CC1)c1cccc(F)c1
16: O=C(O)Cn1c(-c2ccccc2)cc2ccccc21
17: CCC(=O)Nc1cc(-c2nn(CC(=O)N3CCCCC3)c(=O)c3ccccc23)ccc1N1CCOCC1
18: Cc1cc(C)cc(NC(=O)CSc2nc3ccccc3nc2N2CCCCC2)c1

screen / no.,11,12,13,14,15,16,17,18
GSK3B inh,6,2,-1,.,-1,1,6,-4
HSF1 inh,-3,0,-4,-8,6,-3,-43,5
KLF5 inhibitor,11,-11,-38,-24,-13,-28,-15,6
HSF1 activator,-1,3,-7,-1,6,0,-56,5
aSyn UTR inh,-15,10,-11,-5,-18,13,38,20
GSK3A inh,.,-1,-2,1,-2,-2,-2,2
HSP90 inh,3,4,9,2,2,-2,3,-2
PolyA inh,i,i,i,i,i,i,i,i
IEC-6 tox,3,-6,-4,1,0,-2,-1,-3
AI-2 QS mod,26,2,22,.,1,4,30,21

19: C=CCn1c(=O)c2c(nc3n2CC(C)CN3CCc2ccccc2)n(C)c1=O (centres undefined)
20: CCN(CC)c1ccc(NC(=O)CSc2nc3nc(C)cc(C)c3c(=O)[nH]2)cc1
21: CCOC(=O)c1sc(N/N=C/c2cccc(C)c2)nc1C
22: COc1ccc2[nH]c(CN3CCC(CO)(CCOc4ccccc4)CC3)c(C)c2c1
23: COC(=O)C(NC(=O)c1ccco1)(Nc1cc(C)ccn1)C(F)(F)F (centres undefined)
24: COC(=O)Nc1ccc(S(=O)(=O)Nc2ccc(O)cc2)cc1

screen / no.,19,20,21,22,23,24
GSK3B inh,-16,2,0,-1,0,5
HSF1 inh,-6,-3,17,6,-1,-6
KLF5 inhibitor,-34,.,-12,-16,-14,-26
HSF1 activator,-5,-7,10,5,13,-14
aSyn UTR inh,-3,12,-175,20,-5,-9
GSK3A inh,-6,.,4,-1,0,-2
HSP90 inh,-3,.,6,-3,5,-2
PolyA inh,i,i,i,i,i,i
IEC-6 tox,-4,.,2,-6,52*,-3
AI-2 QS mod,10,46,24,14,22,14

25: COc1ccc(N2CCN(C(=O)C(NC(=O)c3c(F)cccc3F)C(C)C)CC2)cc1 (centres undefined)
26: CCOC(=O)c1nnn(-c2nonc2N)c1-c1ccc(Cl)cc1
27: Cc1cc(C)cc(C(=O)Nn2cnnc2)c1
28: CC(C)(C)C(O)CN1CCCC1 (centres undefined)
29: O=C(NCCc1c[nH]c2ccccc12)C(=O)NCC1OCCCN1S(=O)(=O)c1ccccc1 (centres undefined)
30: COc1ccc(OC)c(-n2nnnc2SCC(=O)N2CCN(C(=O)c3ccco3)CC2)c1

screen / no.,25,26,27,28,29,30
GSK3B inh,1,-4,-8,-4,0,3
HSF1 inh,-13,-30,-1,4,-6,-3
KLF5 inhibitor,-15,12,-36,-2,-11,-25
HSF1 activator,8,-44,2,-4,15,-7
aSyn UTR inh,0,4,-1,-10,17,10
GSK3A inh,5,9,-2,-1,-1,-2
HSP90 inh,-2,0,-1,-1,0,0
PolyA inh,i,i,i,i,i,i
IEC-6 tox,0,-3,-2,-6,-8,0
AI-2 QS mod,4,8,23,12,-4,38

31: Cc1cc(C)c[n+](CC(=O)c2ccc(C)c([N+](=O)[O-])c2)c1
32: NS(=O)(=O)c1ccc(Nc2ccc3cc(S(=O)(=O)N4CCCCC4)ccc3n2)cc1
33: O=C(N/N=C/c1cccs1)c1cncc(Br)c1
34: Cc1ccc(Oc2ncccc2NC(=O)CC2(CC(=O)O)CCCC2)c2c1CCC2
35: O=C(CCCN1CCOC(c2ccccc2)C1)c1ccc(F)cc1 (centres undefined)
36: O=[N+]([O-])c1cccc(-c2nnc(-c3ccccc3)o2)c1

screen / no.,31,32,33,34,35,36
GSK3B inh,-4,-1,2,2,2,-1
HSF1 inh,-3,-2,5,7,0,-78*
KLF5 inhibitor,-8,-6,-17,3,-24,-77
HSF1 activator,-6,10,18,10,-6,-84
aSyn UTR inh,2,3,-9,6,-5,68*
GSK3A inh,-1,-1,0,0,-5,0
HSP90 inh,-1,0,0,-2,7,-2
PolyA inh,i,i,i,i,i,i
IEC-6 tox,0,8,10,3,0,-4
AI-2 QS mod,13,23,8,7,-1,20

37: CCCCOP(=O)(c1ccc(N(C)C)cc1)C(O)c1ccc(C(C)C)cc1 (centres undefined)
38: Cc1cc(NC(=O)CCN2CCC(C)CC2)ccc1Br
39: COc1ccc(O)c(/C=N/NC(=O)CSc2nnc(C)n2-c2ccccc2)c1
40: CCOC(=O)C1(Cc2cccc(OC)c2)CCCN(C(=O)c2cc(C)on2)C1 (centres undefined)
41: Clc1cccc(N2CCN(CCNc3nc4ccccc4n4cnnc34)CC2)c1
42: COc1ccc(/C=C/C(=O)N2CCCc3ccccc32)cc1

screen / no.,37,38,39,40,41,42
GSK3B inh,0,-26,-2,1,5,1
HSF1 inh,8,0,-4,14,14,13
KLF5 inhibitor,-15,-22,-18,-101,-30,-17
HSF1 activator,28,-2,-7,16,27,18
aSyn UTR inh,18,-7,47,-110,10,-93
GSK3A inh,-2,1,-1,1,-4,3
HSP90 inh,2,1,-1,1,3,2
PolyA inh,i,i,i,i,i,i
IEC-6 tox,-7,-2,-4,0,-1,-1
AI-2 QS mod,30,6,14,4,24,8

43: COc1ccc(CN2CCN(Cc3csc(C(C)=O)c3)CC2CCO)c(C)c1C (centres undefined)
44: CC1CN(C(=S)NC(=O)c2ccccc2)CC(C)O1 (centres undefined)
45: Cc1cccc(C)c1NC(=O)c1c[nH]c2ccccc12
46: Cc1cccc2[nH]c3c(N4CC=C(c5ccc(F)cc5)CC4)ncnc3c12
47: Cc1csc(NC(=O)CSc2nc(=O)n(CCN(C)C)c3c2CCCC3)n1
48: Cn1nccc1C(=O)OCC(=O)Nc1ccc(S(N)(=O)=O)cc1

screen / no.,43,44,45,46,47,48
GSK3B inh,-2,-22,-2,1,-3,2
HSF1 inh,-4,-8,14,-5,-4,-1
KLF5 inhibitor,-22,-23,-158,-10,.,3
HSF1 activator,9,-2,38,7,-5,5
aSyn UTR inh,32,8,-120,-17,-19,10
GSK3A inh,.,-1,-3,0,0,-1
HSP90 inh,-1,0,-2,5,.,0
PolyA inh,i,i,i,i,i,i
IEC-6 tox,8,6,6,-3,.,-7
AI-2 QS mod,1,12,2,55,13,22

49: Cc1nc(CS(=O)(=O)c2ccccc2)cc(Sc2ccccc2Cl)n1
50: O=[N+]([O-])c1cc([N+](=O)[O-])c2nonc2c1Nc1ccc(O)cc1
51: Cc1ccccc1NC(=S)NC(NC(=O)C(C)(C)C)C(Cl)(Cl)Cl (centres undefined)
52: CCN(CC)C(=O)Cn1cc(C(=O)C(=O)N2CC=C(c3ccccc3)CC2)c2ccccc21
53: O=C(NCc1ccco1)c1ccc2c(c1)N(Cc1ccc(Cl)cc1)CCS2
54: Cc1cc(=O)oc2c(C)c(OCC(=O)N(C)C)ccc12
55: CCCCSc1nc2c(cnn2-c2ccc(F)cc2)c(=O)[nH]1
56: O=C(Nc1ccc(Oc2ccccc2)nc1)C1CCCCN1Cc1ccco1 (centres undefined)

screen / no.,49,50,51,52,53,54,55,56
GSK3B inh,-7,2,0,-21,1,-1,0,1
HSF1 inh,8,-1,6,.,18,-2,-2,-14
KLF5 inhibitor,-21,-47,0,-4,-4,-38,3,50
HSF1 activator,11,2,13,.,32,-2,-5,-9
aSyn UTR inh,-30,-22,25,.,23,-6,39,-49
GSK3A inh,-1,-1,-2,-1,-1,0,-1,0
HSP90 inh,0,0,1,1,-5,0,-1,-4
PolyA inh,i,i,i,.,i,i,i,i
IEC-6 tox,2,-6,3,0,-4,1,-4,60*
AI-2 QS mod,1,7,0,1,15,23,30,16
